TWEAK Fn14 block = TWEAK-Fn14 signaling inhibition. TWEAK-stimulated Fn14 reporter cells, luciferase luminescence, 8 h. inhibition, % at 10 µM. 360,000 compounds, 2% hits; in the data active = inhibition above about 50%
NR2F2 inh = blocks human COUP-TFII nuclear receptor. HEK293T NGFI-A luciferase reporter, luminescence. P24468. 370,000 compounds, 0.7% hits. inhibition, % at 8.6 µM;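 active = inhibition above a per-plate cutoff, mean inhibition of test wells between control levels plus 3 SD, cut at about 38% in these data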;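 also: cells cotransfected with COUP-TFII expression vector driving the NGFI-A reporter; 0% = median of COUP-TF2 test wells and 100% = reporter-only cells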
EBV LMP1 NFkB = inhibitors of Epstein-Barr LMP1-induced NF-kappaB reporter. LMP1-induced NF-kappaB luciferase reporter cells, luminescence. inhibition, % at 12.5 µM. 350,000 compounds, 0.69% hits. AID 504558; in the data active = inhibition above about 41%;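 also: 0% = neutral control wells and 100% = reference inhibitor control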
Shn3 3UTR inh = Schnurri-3 reporter inhibition in Clone20 osteoblasts; AID 588674; inhibition, % at 12.5 µM; 360,000 compounds, 0.52% hits; Clone20 osteoblast Shn3 3'UTR firefly luciferase, 24 h;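 active = mean inhibition of at least 75% with every replicate also reaching 75%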;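 also: 0% = median of neutral control wells and 100% = pilot-screen positive control compound; some compounds past the cut are filed as inactive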
TROY NFkB inh = inhibitors of TROY-dependent NF-kB signaling; inhibition, % at 10 µM; Q293 LMP1-TROYcd NF-kB luciferase reporter, 4 h; 360,000 compounds, 0.98% hits; AID 1347056;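 active = compounds whose plate-normalised and pattern-corrected inhibition of the luciferase reporter signal at the single screening dose is 50% or more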
TRAIL sens C8 = sensitizes caspase-8 expressing cells to TRAIL. inhibition (viability loss, TRAIL sensitization), % at 10 µM. NB7+C8 cells + TRAIL, ATPlite viability luminescence. 360,000 compounds, 1% hits;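 active = compounds causing at least 50% loss of cell viability in the single-dose screen, relative to plate controls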
SRC3 inh = inhibitors of human steroid receptor coactivator 3 (SRC3) | HEK293 GAL4-SRC3 luciferase reporter, luminescence | inhibition, % at 3.6 µM | 360,000 compounds, 0.17% hits | AID 588352;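 active = inhibition above a per-campaign cutoff, the mean of all compounds plus 3 SD, cut at about 60% in these data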;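 also: 0% = DMSO-treated cells and 100% = gossypol-treated cells at 36 µM; higher means less SRC3-driven luciferase light from the GAL4 reporter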
LRH-1 inv ag = inverse agonists of human LRH-1 (NR5A2) | inhibition, % at 3.6 µM | O00482 | 360,000 compounds, 0.13% hits | HEK293T StAR-luciferase reporter, LRH-1 transfected, 24 h;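 active = inhibition above the mean inhibition of all tested compounds plus 3 SD, cut at about 73% in these data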;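 also: 0% = DMSO wells and 100% = reporter-only cells lacking LRH-1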
CF NFkB inh = cystic fibrosis NF-kB activation inhibition. AID 588850. inhibition, % at 5 µM. KKLEB NF-kB-GFP reporter, PAF-induced, GFP fluorescence overnight. 360,000 compounds, 0.86% hits;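 active = at least 50% inhibition at 5 µM, scaled per plate between neutral and stimulator controls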;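 also: PAF is a Pseudomonas aeruginosa culture filtrate used as stimulus; plate controls were PAF-stimulated DMSO wells for no effect and unstimulated DMSO wells for full effect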
KKLEB cytotox = CF airway cell cytotoxicity counter-screen | activity change (cytotoxicity), % at 5 µM | 360,000 compounds, 0.36% hits | KKLEB CF airway cells viability, ATPlite luminescence, overnight; active compounds read low; cells stimulated with P. aeruginosa culture filtrate;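 active = corrected activity change at or below -50% at 5 µM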
SRC1 inh = human NCOA1 inhibition | Q15788 | HEK293 GAL4-SRC1 luciferase reporter, luminescence | inhibition, % at 3.6 µM | 360,000 compounds, 0.12% hits | AID 588354;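 active = inhibition above the campaign mean plus 3 SD, with each screening campaign given its own cutoff, cut at about 60% in these data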;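 also: 0% = DMSO treated cells and 100% = gossypol at 36 µM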
Target sequence (Q15788 whole entry, looked up, the tested form may be a part): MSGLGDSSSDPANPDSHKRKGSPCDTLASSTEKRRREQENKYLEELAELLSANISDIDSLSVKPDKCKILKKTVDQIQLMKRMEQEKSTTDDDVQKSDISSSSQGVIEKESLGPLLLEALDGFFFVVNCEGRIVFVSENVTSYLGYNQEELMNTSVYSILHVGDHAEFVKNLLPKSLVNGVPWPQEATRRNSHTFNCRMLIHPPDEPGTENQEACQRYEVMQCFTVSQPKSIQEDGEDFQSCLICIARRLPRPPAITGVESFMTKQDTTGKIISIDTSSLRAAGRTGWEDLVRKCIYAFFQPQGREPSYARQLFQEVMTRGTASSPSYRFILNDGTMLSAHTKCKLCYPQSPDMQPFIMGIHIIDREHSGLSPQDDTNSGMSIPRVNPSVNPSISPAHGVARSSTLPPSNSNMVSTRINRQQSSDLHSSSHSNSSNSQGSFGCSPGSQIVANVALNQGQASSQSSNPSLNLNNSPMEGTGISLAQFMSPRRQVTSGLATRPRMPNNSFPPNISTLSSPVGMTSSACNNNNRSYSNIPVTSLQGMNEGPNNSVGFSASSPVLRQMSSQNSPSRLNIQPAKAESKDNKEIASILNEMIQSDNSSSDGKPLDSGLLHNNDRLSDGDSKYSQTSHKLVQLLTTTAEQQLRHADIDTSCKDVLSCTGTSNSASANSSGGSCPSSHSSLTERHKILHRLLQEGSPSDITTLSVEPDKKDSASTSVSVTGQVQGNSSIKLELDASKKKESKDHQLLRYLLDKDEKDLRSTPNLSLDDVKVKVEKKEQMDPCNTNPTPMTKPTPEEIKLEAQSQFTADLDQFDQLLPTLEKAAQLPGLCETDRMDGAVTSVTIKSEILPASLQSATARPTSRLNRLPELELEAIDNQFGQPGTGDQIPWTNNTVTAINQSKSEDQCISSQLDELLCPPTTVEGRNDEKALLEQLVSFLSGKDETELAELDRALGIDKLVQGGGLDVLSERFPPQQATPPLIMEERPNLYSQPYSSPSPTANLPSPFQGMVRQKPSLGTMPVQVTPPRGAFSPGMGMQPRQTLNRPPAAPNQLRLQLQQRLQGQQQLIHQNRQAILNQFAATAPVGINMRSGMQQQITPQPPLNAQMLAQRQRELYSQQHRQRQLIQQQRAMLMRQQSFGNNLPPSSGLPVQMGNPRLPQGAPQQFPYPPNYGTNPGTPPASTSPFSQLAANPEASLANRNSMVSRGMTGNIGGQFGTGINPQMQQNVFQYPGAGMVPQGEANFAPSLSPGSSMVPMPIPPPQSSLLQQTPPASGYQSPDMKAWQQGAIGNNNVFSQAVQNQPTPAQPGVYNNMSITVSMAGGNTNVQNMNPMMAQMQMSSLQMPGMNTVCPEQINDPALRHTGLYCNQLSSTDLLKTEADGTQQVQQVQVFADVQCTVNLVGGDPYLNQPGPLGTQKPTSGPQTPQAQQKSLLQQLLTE
Starred values were filed as active, the others as inactive; / = not tested or not shown.

SMILES	TWEAK Fn14 block	NR2F2 inh	EBV LMP1 NFkB	Shn3 3UTR inh	TROY NFkB inh	TRAIL sens C8	SRC3 inh	LRH-1 inv ag	CF NFkB inh	KKLEB cytotox	SRC1 inh
Cc1ccc(S(=O)(=O)N2C/C=C\CN(S(=O)(=O)c3ccccc3Br)CC2)cc1	5.9	8.4	2.5	26.7	17.9	7.5	13.8	20.2	1.5	-1.8	8.9
CCOc1ccc(NS(=O)(=O)N(C)C)cc1	-1.4	11.9	-0.1	8.7	-22.6	2.5	15.5	-2.1	13.5	-4.9	-32.3
CSc1nsc(SCC(=O)Nc2ccc(O)c(C(=O)O)c2)n1	22.8	-17.8	-8.1	-10.0	12.7	0.6	4.8	-9.6	-4.7	8.4	1.8
CCOC(=O)C1(CCCc2ccccc2)CCN(C(=O)c2ocnc2C)CC1	1.1	12.8	-2.3	2.1	-6.0	-0.3	-3.9	-10.1	-10.4	10.5	4.1
CC(C)CC(C(=O)Nc1oc(-c2ccccc2)c(-c2ccccc2)c1C#N)N1C(=O)c2ccccc2C1=O (stereo unspecified)	-0.3	3.1	-1.3	-15.2	22.4	-6.8	8.0	3.5	35.5	2.1	0.6
CCC(C)c1ccccc1NC(=O)CN(CC)CC(=O)Nc1ccc2c(c1)OCCO2 (stereo unspecified)	7.1	-1.3	0.5	20.5	13.8	2.6	14.7	9.1	17.4	-16.0	-27.7
COc1cccc(/C=C/C(=O)Nc2cccc(C(C)=O)c2)c1OC	-5.8	-61.3	-11.2	-70.9	-40.9	49.0	-49.4	-81.1	-34.7	-8.2	-53.6
CCOC(=O)c1c(C)[nH]c(C)c1S(=O)(=O)NCC1CCN(Cc2ccccc2OC)CC1	-11.7	18.7	-4.8	-20.0	0.7	-7.5	11.1	-16.7	-2.2	-0.2	-13.1
COc1ccc2c(c1OC)C(=O)OC2C/C(=N\NC(N)=O)c1ccccc1 (stereo unspecified)	3.2	13.6	1.7	-22.1	-10.6	-5.0	-6.6	0.1	-7.0	0.4	5.5
CCc1nnc2sc(-c3ccc(NC(=O)c4ccco4)cc3)nn12	-4.4	-3.0	12.2	-49.8	-16.5	-16.8	-8.6	12.6	-21.3	26.9	-11.5
C[C@]12CCC3C(CC[C@H]4CCCC[C@]34C)C1CC[C@@]2(O)CNCCO (stereo partly specified)	9.1	9.4	-3.4	11.6	18.9	10.5	-28.7	-9.1	11.5	2.6	-20.2
CC1(C(=O)NS(=O)(=O)c2ccc(F)cc2F)CCN1C(=O)Cc1ccc(-c2ccccc2)cc1 (stereo unspecified)	0.6	-5.2	/	-15.3	6.4	6.8	-7.0	-19.4	-1.6	-5.9	-7.8
O=C1CN2C(=Nc3ccc(Br)cc3C2c2ccccc2)CCN1 (stereo unspecified)	5.7	10.5	-2.3	-2.7	18.8	-9.4	25.6	8.9	0.3	-3.2	6.0
COc1ccc(OC)c(NC(=O)Nc2nnc(N3CCCCC3C)s2)c1 (stereo unspecified)	-26.4	-22.1	11.7	6.4	-4.4	7.4	6.5	-6.6	12.6	3.0	-21.1
CC(C)CC(=O)N1CCN(Cc2ccc(Cl)cc2)CC1	14.4	-18.5	7.1	4.6	-6.0	-1.0	10.2	-28.5	1.1	-7.9	1.8
CCOC(=O)/C=C/C(=O)OCC(=O)Nc1ccc(OC)c(Cl)c1	-10.8	12.5	-8.1	-4.7	-18.4	0.2	14.4	1.6	-10.8	5.9	1.3
CCOc1ccc(N2C(=O)CC(Sc3nc(-c4cccs4)cc(C(F)(F)F)c3C#N)C2=O)cc1 (stereo unspecified)	2.8	7.5	-1.4	-13.3	-6.7	-13.2	10.5	7.9	-0.9	0.6	4.3
Cc1ccc2c(c1)N(C(=O)CCC(=O)N1CCOCC1)CCO2	0.6	19.8	-2.3	0.1	7.1	-8.2	17.9	-0.3	-2.6	-5.0	12.6
COc1ccc(C(=O)Cc2nnc(C)s2)cc1	-9.7	-22.5	-8.9	-64.1	-46.0	-2.3	-65.8	-63.0	-1.2	-4.2	-58.2
Cc1ccnc(NC(=O)C2CC(=O)N(Cc3ccccc3)C2)c1 (stereo unspecified)	21.9	-50.9	-18.1	-141.5	37.1	2.5	-92.2	-129.9	25.5	-2.8	-120.9
CCOC(=O)c1ccc(-c2c(-c3cc(OC)c(OC)c(OC)c3)noc2C)cc1F	-15.2	-24.4	19.5	14.8	3.9	25.1	-11.2	20.7	33.8	-29.9	-6.4
CCOC(=O)c1nn(-c2ccccc2C)c2nc(CC(C)C)c(C#N)c(=O)n12	-5.0	-4.0	2.4	5.8	7.0	-6.8	7.4	13.0	3.3	-14.9	-13.1
Cc1nc2c([nH]c3ccc(Br)cc32)s1	-2.8	-23.9	6.0	-29.0	-8.8	-7.0	-1.1	-26.4	-12.6	2.5	3.9
CCO/C(C)=N/Oc1cc(OC)cc(OC)c1	-12.2	5.1	/	0.0	5.4	-1.2	-0.7	1.6	5.7	-27.7	13.1

Limited to SRC3 inh, TRAIL sens C8 and CF NFkB inh, for some of the entries so far:
Compound	SRC3 inh	TRAIL sens C8	CF NFkB inh
CC(C)CC(=O)N1CCN(Cc2ccc(Cl)cc2)CC1	10.2	-1.0	1.1
CCOC(=O)/C=C/C(=O)OCC(=O)Nc1ccc(OC)c(Cl)c1	14.4	0.2	-10.8

Following part:
SMILES	TWEAK Fn14 block	NR2F2 inh	EBV LMP1 NFkB	Shn3 3UTR inh	TROY NFkB inh	TRAIL sens C8	SRC3 inh	LRH-1 inv ag	CF NFkB inh	KKLEB cytotox	SRC1 inh
Cc1c(C(=O)N2CCN(Cc3ccc4c(c3)OCO4)CC2)sc2ncnc(N3CCN(c4ccccc4F)CC3)c12	87.9*	45.5*	13.5	36.1	49.8	35.5	29.0	21.9	-23.9	-17.8	26.5
CCCC/C=C/c1cccc2nncn12	7.8	-3.0	/	-5.5	-2.0	-1.5	4.9	-3.8	3.1	10.4	4.3
O=C(O)/C(=C\c1cccc(C(F)(F)F)c1)c1ccc(S(=O)(=O)N2CCCC2)s1	-14.2	-8.3	-2.2	-0.7	2.0	17.9	-3.7	5.3	2.1	12.7	-7.5
O=C(NC(=S)Nc1ccccc1N1CCCCC1)c1ccco1	26.8	-8.1	-7.7	-26.5	-12.9	-2.9	5.2	13.9	-11.5	-4.6	-2.9
CC(C)Cc1nnc(NC(=O)CCC(=O)NC2CCCCCCC2)s1	-0.8	-16.9	3.2	-6.2	7.9	-0.4	0.2	13.9	16.9	-7.8	8.5
CN(C)CCCNc1cc(-c2ccccc2)nc2cc(-c3cccc(F)c3)nn12	-57.1	-9.7	-18.9	-37.5	-100.1	-0.9	3.1	12.6	-9.7	7.6	10.8
CCN(CC)S(=O)(=O)c1ccc(N2CCCCC2)c(NC(=O)C2CSC3(C)CCC(=O)N23)c1 (stereo unspecified)	4.5	16.2	-13.6	-8.0	-16.4	0.5	3.6	30.5	2.4	-5.7	-5.7
Nc1ccc(C(=O)CC(=O)Nc2ccc(Cl)cc2)cc1	-1.3	-15.6	-2.7	-18.1	-26.9	-8.7	-17.2	-8.0	8.7	2.8	-1.1
CC1(C(=O)Nc2ccc3c(c2)OCO3)Cc2c(-c3cccc(C(N)=O)c3)ccnc2O1 (stereo unspecified)	11.4	-4.3	/	2.3	1.4	-9.9	-13.6	35.7	8.5	-13.9	-18.3
Cn1nc(-c2ccccc2)c(C#N)c1Sc1cccc(Cl)c1	15.7	5.5	3.9	10.6	1.4	-8.4	18.8	0.8	-9.7	-6.1	2.4
Cc1csc(Sc2ccc(C(=O)OCC(=O)Nc3ccc(OC(F)(F)F)cc3)cc2[N+](=O)[O-])n1	15.0	0.7	-1.0	10.3	-3.3	15.7	16.2	14.0	7.2	8.6	-16.6
Cc1cccc(C(C(C(=O)c2ccccc2)N2CCOCC2)N2CCOCC2)c1 (stereo unspecified)	-11.7	0.6	-5.8	-16.4	-50.2	-0.1	-22.1	-5.2	7.1	-1.1	-18.7
O=C(Nc1ccc(N2CCCCC2)cc1)C1CCCN1S(=O)(=O)c1ccc(F)cc1 (stereo unspecified)	11.1	1.1	5.8	-6.5	-2.7	-0.9	1.6	-13.9	6.0	-17.8	14.9
Cn1ccnc1SCCNC(=O)CCc1nnc(CCc2ccccc2)o1	-14.8	-19.3	2.7	-7.8	-12.9	4.6	7.3	-7.7	-2.8	2.4	12.2
CCc1nc2c(oc3ccccc32)c(=O)[nH]1	-3.8	-17.9	-6.5	-18.1	-15.9	13.8	-28.2	-47.2	-14.0	-2.0	-42.4
CC(=O)N(Cc1ccccn1)Cc1ccco1	7.7	1.7	-2.3	1.9	-3.5	2.6	24.3	6.1	-1.3	-1.1	6.2
Cc1cc(C)cc(-n2ncc3c2CCCC3NC(=O)c2ccccc2)c1 (stereo unspecified)	20.4	19.1	-2.6	21.7	11.7	0.4	9.3	-15.1	-11.8	-8.5	-16.1
COc1ccc(NC(=O)c2ccccc2Sc2ccc(NC(C)=O)nc2)cc1	-11.4	3.9	2.1	10.2	9.3	1.0	8.0	-6.7	-26.1	1.8	-0.1
CCC(C)NC(=O)C(Cc1ccccc1)NS(=O)(=O)c1ccc2c(c1)oc(=O)n2C (stereo unspecified)	4.9	8.0	-0.1	-1.1	-2.8	1.4	-26.0	-5.6	0.2	1.7	6.4
COC(=O)NNC(=S)Nc1cc(OC)ccc1OC	13.6	11.0	-8.0	-29.6	3.8	18.3	-5.5	8.0	-2.6	5.7	-6.8
CCOC(=O)c1cc2c(=O)n3ccccc3nc2n(C(C)C)c1=NC(=O)c1ccco1	-12.7	-3.7	0.6	-3.3	-22.4	2.2	-17.9	-54.4	-9.3	3.1	-32.0
COc1ccc(N/C=C2\C(=O)c3c(sc(C)c3C)N(C)S2(=O)=O)cc1	-2.4	-6.2	-6.7	-8.9	11.8	-1.9	-3.9	6.0	4.2	-1.5	7.4
CCON1C(=O)C(C)(C)N(OCC)C(=O)C1(C)C	-1.6	14.1	3.8	17.4	-22.0	-12.4	14.7	-1.3	0.1	-2.8	-13.4
COCCCNC(=O)C1CCN(C(=O)Nc2ccc(Cl)cc2)CC1	-0.1	-1.2	9.1	-9.8	-5.1	-6.4	6.1	8.4	6.9	-0.3	-17.7
CN(C(=O)CSc1nc(-c2cccs2)nc2ccccc12)C1CCS(=O)(=O)C1 (stereo unspecified)	-13.7	-4.2	1.1	84.3	4.8	-4.1	5.3	9.3	-29.7	-2.6	6.0
C=CCNC(=O)NC(=O)COC(=O)c1cccnc1SC	6.1	6.4	-13.1	-9.2	-7.8	-3.8	12.4	6.6	7.8	-5.1	13.7
CN(C)C(=O)Nc1cnc2ccccc2c1	-4.5	-4.9	-7.0	-1.9	-3.6	-6.7	-0.9	1.0	1.9	-2.0	-24.4
COc1cc(C(C)=O)ccc1O	4.5	13.5	-13.1	16.1	-15.2	-15.5	-12.0	-11.3	13.7	-6.8	-8.8
CCCN(CC1CCCO1)C(=O)c1cc(COc2cccc(OC)c2)on1 (stereo unspecified)	-1.1	-17.2	-10.0	-8.1	-1.7	-2.2	-75.4	-8.8	-0.9	11.4	7.4
O=C(COc1ccc(F)cc1Br)N1CCN(S(=O)(=O)/C=C/c2ccccc2)CC1	-3.1	-4.8	1.7	9.8	-10.1	8.1	9.2	6.3	2.7	3.1	-12.0
COc1ccccc1C(=O)Nc1ccc2ccccc2c1	-17.9	-44.5	-56.5	-31.7	-77.5	2.4	-75.3	-75.9	-8.5	-7.4	-102.6

Source: PubChem BioAssay

A portion of the library; rates above refer to the full screens.
